Polio RdRp inh – poliovirus RdRp elongation inhibitors, primary screen, biochemical, fluorescence polarization, total intensity; 150,000 compounds, 0.66% hits; AID 588519, 2011; % elongation, % (compound at 16.7 µg/mL); poliovirus polymerase elongation; stronger effect = lower value; in the data active = % elongation below about 90%; note: some results filed as inactive read as strong as hits
Target sequence (P03300 1749-2209 limits assumed): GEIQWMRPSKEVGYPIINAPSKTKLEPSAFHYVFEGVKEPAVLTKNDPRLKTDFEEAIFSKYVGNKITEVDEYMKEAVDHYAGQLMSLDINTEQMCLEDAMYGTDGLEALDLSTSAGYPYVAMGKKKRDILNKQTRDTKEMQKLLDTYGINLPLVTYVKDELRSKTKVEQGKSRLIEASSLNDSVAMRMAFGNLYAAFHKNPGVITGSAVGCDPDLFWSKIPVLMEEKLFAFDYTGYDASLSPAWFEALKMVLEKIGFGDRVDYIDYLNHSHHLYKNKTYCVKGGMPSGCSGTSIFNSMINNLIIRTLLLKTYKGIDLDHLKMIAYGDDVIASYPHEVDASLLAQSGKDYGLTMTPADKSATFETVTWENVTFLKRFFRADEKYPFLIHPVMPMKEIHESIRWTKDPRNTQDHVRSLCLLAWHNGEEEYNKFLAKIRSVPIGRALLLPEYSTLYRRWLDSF
Polio RdRp inh FP z-score – second read-out of Polio RdRp inh, no call of its own (marks repeat the call); z-score; measured here: FP z-score; hits read low
The depositor's hits bear a star; & = joins results of further samples. These rows are one share of the data; the hit share may differ from the screen's.

Each structure is followed by: Polio RdRp inh | Polio RdRp inh FP z-score
CCOC(=O)Cn1nnnc1CN(CCc1ccc(OC)c(OC)c1)Cc1cc2c(C)ccc(C)c2[nH]c1=O
 : 101.0 | -0.1
Cc1cccc(N(C2C=CS(=O)(=O)C2)S(=O)(=O)c2ccccc2)c1 (stereo not given)
 : 104.0 | 0.5
CCOC(=O)C1=C(N)OC2=C(C(=O)CCC2)C1c1ccc(OC)cc1 (stereo not given)
 : 108.0 | 0.5
CCOC(=O)C(C)Sc1ncnc2c1nnn2-c1ccc(OC)cc1 (stereo not given)
 : 101.0 | -1
COc1ccc(Nc2nc3ccc(C)cc3nc2Nc2ccc(OC)cc2)cc1
 : 98.0 | -0.6
COc1ccccc1CCNc1ncnc2c1nnn2C
 : 112.0 | 0.9
CN1CCN(C(=O)C2C3C=CC(C3)C2C(=O)O)CC1 (stereo not given)
 : 100.0 | -0.8
COc1ccccc1NC(=O)c1oc2ccccc2c1NC(=O)C1CCCCC1
 : 107.0 | 0.9
Cc1ccccc1-c1noc(CCC(=O)NC(C)C)n1
 : 99.0 | -0.2
COc1ccc(NCC(=O)n2c(C)c(C)c3ccccc32)cc1
 : 102.0 | 0.2
COC(=O)c1cnc(N2CCN(c3ccc(F)cc3)CC2)c2ccccc12
 : 102.0 | -1.3
N#Cc1cccc(NC(=O)/C=C/c2cccc3ccccc23)c1
 : 105.0 | 0.3
COC(=O)C1=C(C)NC2=C(C(=O)c3ccccc32)C1c1ccc(Br)o1 (stereo not given)
 : 105.0 | 0.8
CC(C)c1ccccc1N=Cc1ccc2c(c1)OCO2
 : 101.0 | -0.4
COc1ccc(OC(C)C(=O)NCc2nc(-c3ccc(Cl)cc3)no2)cc1 (stereo not given)
 : 113.0 | 1
O=C1c2ccccc2C(=O)N1CCc1nn[nH]n1
 : 99.0 | -0.2
S=C(NC1CCCCC1)N1CCN(Cc2ccc3c(c2)OCO3)CC1
 : 105.0 | 0.2
COc1ccc(-c2cc(=Nc3ccc(C)cc3C)c3cc(O)ccc3o2)cc1
 : 103.0 | 0.5
O=C(Nc1sc2c(c1C(=O)NCc1cccnc1)CCCC2)c1cc(=O)c2ccccc2o1
 : 111.0 | 0.6
CCCNC(=O)CN1CCN(c2ccc(NC(=O)c3ccc(OC)cc3)cc2C(=O)O)CC1
 : 108.0 | 0.3
C=CCn1c(SCC#N)nnc1-c1ccc(Br)cc1
 : 99.0 | -0.4
CCCCN(CC)C(=O)c1cn(CC)c(=O)c2cc(OC)c(OC)cc12
 : 101.0 | 0.1
O=C(NCC(c1ccco1)N1CCCC1)c1ccc2ccccc2n1 (stereo not given)
 : 102.0 | -0.1
COc1ccc(N2CCN(CCCNC(=O)Cn3c(-c4cccs4)cc4ccccc43)CC2)cc1
 : 110.0 | 0
O=C(CC(NCc1cccnc1)C(=O)O)Nc1ccc(O)cc1 (stereo not given)
 : 106.0 | 0.2
CC(C)CN(CC(C)C)C(=O)C1CCCN(S(=O)(=O)c2ccc3c(c2)oc(=O)n3C)C1 (stereo not given)
 : 113.0 | 1.3
COc1ccc(Nc2c(-c3cc(Br)ccc3O)nc3cnccn23)cc1
 : 100.0 | -0.1
COc1ccc2c(c1)OC1(C)CC2C(S(=O)(=O)c2ccccc2)C(=O)N1 (stereo not given)
 : 101.0 | -0.3
COc1ccc(CNC(=O)c2cccc(N3CCCS3(=O)=O)c2)cc1OC
 : 109.0 | 0.9
C=CCn1c(C)cc(C(=O)CSc2nc3ccccc3c(=O)n2CC=C)c1C
 : 99.0 | -0.7

Each structure is followed by: Polio RdRp inh | Polio RdRp inh FP z-score
CCN1C(=O)c2cccc3c(S(=O)(=O)NC(Cc4c[nH]c5ccccc45)C(=O)O)ccc1c23 (stereo not given)
 : 98.0 | -0.5
Cc1cccc(C)c1NC(=O)CC1C(=O)N(Cc2ccccc2)C(C)c2nc3ccccc3n21 (stereo not given)
 : 103.0 | 0.8
CC(=O)N1CCc2cc(S(=O)(=O)NC(Cc3ccccc3)C(=O)NCc3ccccc3)ccc21 (stereo not given)
 : 104.0 | 0
Cc1ccc(NC(=O)Nc2ccc(C(C)(C)C)cc2)cc1
 : 98.0 | -0.4
Cc1cc2c(c(SCc3ccc(Cl)cc3)n1)C(=O)OC2
 : 107.0 | 0.2
NC(=O)c1cc(N)ccc1N1CCCC1
 : 104.0 | 0.5
COc1ccc(CCN2C(=O)N(c3ccc(F)cc3)C(=O)C2CC(=O)Nc2ccccc2)cc1OC (stereo not given)
 : 108.0 | 0.4
O=C(CCn1c(=O)c2cccn2c2cccnc21)NCc1ccccc1Cl
 : 107.0 | 0
Cc1nn(Cc2ccc(Cl)cc2)c(C)c1NC(=O)COCc1cc(-c2cccs2)on1
 : 106.0 | 1.7
Cc1cccc(CNS(=O)(=O)c2csc(C(N)=O)c2)c1
 : 109.0 | 0.5
O=C(NCCO)c1nnc(-c2ccc3c(c2)OCO3)o1
 : 106.0 | 1.4
Cc1cc(NC2C3CC4CC(C3)CC2C4)n2ncnc2n1 (stereo not given)
 : 101.0 | -0.3
OCc1cc2ccccc2o1
 : 101.0 | -0.2
CCC(CC)C(=O)N1CCc2cc(OC)c(OC)cc2C1COc1ccc(F)cc1 (stereo not given)
 : 101.0 | -0.9
COc1ccc(NC(=S)NC2CCCCC2)cc1
 : 99.0 | -1
O=c1[nH]nc(SCCO)c(=O)[nH]1
 : 103.0 | 0.2
Cc1cc(C)nc(NC(C(=O)O)C(C)C)n1 (stereo not given)
 : 102.0 | 0
COCCN(CCOC)S(=O)(=O)c1ccc(C(=O)Nc2sc3c(c2C(=O)OC)CCN(C)C3)cc1
 : 98.0 | -1.5
CN1C(=O)c2c(sc3c2CCCC3)NC1c1ccc(O)cc1 (stereo not given)
 : 100.0 | -0.4
CCCCNC(=O)CSc1nc2nc(C)c(Cc3ccccc3C)c(C)n2n1
 : 103.0 | -0.7
NS(=O)(=O)c1ccc(CCNC(=O)c2nc(SCc3ccccc3F)ncc2Cl)cc1
 : 104.0 | -0.6
O=C1CC(C(=O)Nc2ccc(Cl)cc2)N=C(N2CCc3ccccc32)N1 (stereo not given)
 : 100.0 | -0.4
COc1ccc(OCC(=O)N2N=C3/C(=C/c4ccco4)CCCC3C2c2ccco2)cc1 (stereo not given)
 : 103.0 | -0.1
Cc1cc(O)c(C(c2ccccc2)N2CCN(c3ccccc3F)CC2)c(=O)n1Cc1ccco1 (stereo not given)
 : 105.0 | -0.7
Cc1c(CSC(=N)N)c(C)c(CSC(=N)N)c(C)c1CSC(=N)N
 : 92.0 | -1.4
CCc1ccccc1NC(=O)Cn1c(=O)ccc2cc(S(=O)(=O)N3CCC(C)CC3)ccc21
 : 114.0 | 1.5
O=C(NC1CCCCC1)c1c[nH]c2ccc(S(=O)(=O)Nc3ccccc3F)cc2c1=O
 : 111.0 | 0.6
Cc1c(C(=O)NCc2ccccc2Cl)cccc1-n1cnc2cccnc21
 : 113.0 | 1.1
O=C1COc2ccc(C3=Nn4c(nnc4-c4ccncc4)SC3)cc2N1
 : 99.0 | -0.5
O=C(Nc1ccc(F)c(Cl)c1)N1CCC(CN2CCOCC2)CC1
 : 107.0 | -0.4

Structures listed so far that have bromine:
Each structure is followed by: Polio RdRp inh | Polio RdRp inh FP z-score
COC(=O)C1=C(C)NC2=C(C(=O)c3ccccc32)C1c1ccc(Br)o1 (stereo not given)
 : 105.0 | 0.8
C=CCn1c(SCC#N)nnc1-c1ccc(Br)cc1
 : 99.0 | -0.4
COc1ccc(Nc2c(-c3cc(Br)ccc3O)nc3cnccn23)cc1
 : 100.0 | -0.1

(listing goes on)
Each structure is followed by: Polio RdRp inh | Polio RdRp inh FP z-score
Cc1oc(-c2cccc(C(F)(F)F)c2)cc1C(=O)O
 : 103.0 | 0.2
CCOc1ncc(-c2nnnn2-c2ccc(C)cc2)c(-c2cccc(Cl)c2)n1
 : 105.0 | 0.1
Cc1nc(SCc2nc3ccccc3o2)n(C2CCCC2)c1C
 : 98.0 | -0.6
Cc1nn(-c2ccccc2)c(C)c1NC(=O)COC(=O)/C=C/c1cccs1
 : 105.0 | 0.4
Cc1ccccc1N(C)C(=O)NCc1noc2ccccc12
 : 100.0 | -0.7
Cc1nc(N(CC(=O)OC2CC(C)CCC2C(C)C)S(=O)(=O)c2ccc(N)cc2)c(C)n1N (stereo not given)
 : 102.0 | 0.1
Cc1cc(C)cc(N2C(N)=NC(N)=NC2c2ccccc2F)c1 (stereo not given)
 : 103.0 | 0.3
N#CC1=C(N)C(C#N)(C#N)C(c2ccco2)C2CN(Cc3ccccc3)CC=C12 (stereo not given)
 : 76.0 | -7.9
O=S(=O)(NC1(C(F)(F)F)Oc2ccccc2O1)c1ccccc1
 : 97.0 | -0.9
CCOC(=O)c1c(C)oc(NC(=O)COC(=O)COc2ccc3c(c2)CCC3)c1C#N
 : 98.0 | -0.6
O=C(NCCCn1ccnc1)c1cc(-c2ccccc2)on1
 : 102.0 | 0.1
COc1ccc(NC(=O)C(Cc2ccccc2)NS(=O)(=O)c2ccc3c(c2)oc(=O)n3C)c(OC)c1 (stereo not given)
 : 103.0 | -1.1
COC(=O)C1=C(O)/C(=C/c2ccc(C(C)(C)C)cc2)N=C1C
 : 103.0 | 0.3
Cc1cc2ncc(-c3cccs3)nc2cc1C
 : 106.0 | 0.2
CCc1ccccc1NC(=O)CN1C(=O)CCSc2ccc(S(=O)(=O)N3CCCC3)cc21
 : 102.0 | -1
Cc1cccc(OCc2nc(-c3ccc(C(F)(F)F)cc3)no2)c1C
 : 102.0 | 0.1
Cc1ccc(S(=O)(=O)N2CCCCC2)cc1C(=O)N1CCCC1
 : 106.0 | 1.5
Cc1c(C(=O)N(Cc2ccco2)Cc2ccccc2Cl)oc2ccc(F)cc12
 : 103.0 | -0.9
CCCN(CCC)c1ncnc2c1cnn2-c1ccc(OC)cc1
 : 105.0 | 1.4
CC(NC(=O)Nc1ccccc1O)(C(F)(F)F)C(F)(F)F
 : 101.0 | 0.2
COc1cc(CNC(=O)CCCC/C=C/C(C)C)ccc1O
 : 102.0&100.0&103.0&101.0 | 0.2&0&0.4&0.2
CC(=O)c1cccc(NC(=O)CSc2nnc3ccc(-c4ccc(Cl)cc4)nn23)c1
 : 112.0 | 1.1
CCN(CC)S(=O)(=O)c1ccc(C(=O)N2CCNC(=O)C2)cc1
 : 100.0 | 0.1
Cc1cc2nc(C(F)(F)F)cc(-c3cccs3)n2n1
 : 100.0 | -0.7
COC(=O)C1=C(C)N(c2ccc(Br)cc2)C(=O)/C1=C\c1ccco1
 : 100.0 | -0.1
CCOC(=O)COc1cc(OCC(=O)OCC)c2c3c(c(=O)oc2c1)CCC3
 : 100.0 | -0.1
CC(=O)N1CCC(N(Cc2ccc(C)o2)C(=O)Nc2ccc(C)cc2)CC1
 : 109.0 | -0.1
COc1ccc(CNC(=O)c2cc3sccc3n2CC(=O)c2ccccc2)cc1
 : 104.0 | 0.5
COc1cccc(-c2nnc3n(Cc4ccc(F)cc4)c(=O)c4ccccc4n23)c1
 : 109.0 | 0.1
COC(=O)c1cccc2[nH]ncc12
 : 101.0 | -1

Part of the list above, with bars between the fields:
Compound | Polio RdRp inh | Polio RdRp inh FP z-score
COc1ccc(NC(=O)C(Cc2ccccc2)NS(=O)(=O)c2ccc3c(c2)oc(=O)n3C)c(OC)c1 (stereo not given) | 103.0 | -1.1
COC(=O)C1=C(O)/C(=C/c2ccc(C(C)(C)C)cc2)N=C1C | 103.0 | 0.3
Cc1cc2ncc(-c3cccs3)nc2cc1C | 106.0 | 0.2
CCc1ccccc1NC(=O)CN1C(=O)CCSc2ccc(S(=O)(=O)N3CCCC3)cc21 | 102.0 | -1

Carrying on:
Each structure is followed by: Polio RdRp inh | Polio RdRp inh FP z-score
Cc1ccc(CNC(=O)CSc2nc3n[nH]c(C)c3c(=N)n2-c2cccc(C)c2)cc1
 : 105.0 | 0.2
CC1=CC(C)C2(CO)COC(=C(C)C)C1C2C (stereo not given)
 : 101.0 | 0.2
COc1ccc(NC(=O)CSC2CCCCC2)cc1
 : 101.0 | 0.4
O=C1c2ccccc2S(=O)(=O)c2cc(C(=O)N(Cc3ccco3)C3CCS(=O)(=O)C3)ccc21 (stereo not given)
 : 105.0 | 0.3
CCc1ccccc1NC(=O)CC(C)n1nc(C)cc1C (stereo not given)
 : 107.0 | 0.2
CC(=O)Nc1ccc(S(=O)(=O)N2CCC(n3c(C(F)(F)F)nc4cccnc43)CC2)cc1
 : 108.0 | 0.3
O=C(c1cccc(S(=O)(=O)NC2CC2)c1)N1CCN(c2ncccn2)CC1
 : 94.0 | -0.8
Cc1cccc2sc(N(Cc3cccnc3)C(=O)C3COc4ccccc4O3)nc12 (stereo not given)
 : 100.0 | -1.4
COc1ccc(CNC(=O)Cc2cccs2)cc1OC
 : 106.0 | 1.9
CCOc1ccc(N2C(=O)c3ccccc3C2Nc2ccccc2OC)cc1 (stereo not given)
 : 103.0 | 0.3
Cc1ccc(-n2ncc(C(=O)NCCc3ccccc3)c2C2CCN(C(=O)OC(C)(C)C)CC2)c(C)c1
 : 107.0 | 0.2
CCn1c(C)nc2cc(S(=O)(=O)C(F)(F)F)ccc21
 : 101.0 | 0
CCOC(=O)c1csc(-c2cn(C(C)C)c(=O)n(Cc3ccccc3)c2=O)n1
 : 101.0 | -0.5
C=CCNC(=O)c1ccc2c(c1)OCO2
 : 100.0 | -0.1
COc1ccc(-c2noc(COC(=O)CSc3ncnc4sccc34)n2)c(OC)c1
 : 105.0 | 0.3
O=C(Nc1cccc(F)c1)c1c(Cl)nc2ccccn12
 : 102.0 | 0.2
CCOC(=O)Cc1c(C)c2ccc(N(CC)CC)cc2oc1=O
 : 102.0 | 0.1
Clc1ccc(NCCC2=CCCCC2)nn1
 : 100.0 | -0.6
COc1ccccc1NC(=O)CSc1oc(-c2cccs2)nc1S(=O)(=O)c1ccccc1
 : 103.0 | -0.8

Screens from PubChem.
